High-throughput results: PubChem BioAssay, Sanford-Burnham Center for Chemical Genomics
697 NFkB inh: inhibitors of the PMA/ionomycin-induced NF-kB reporter in 697 B cells. 697 B-cell NF-kB luciferase reporter, 16 h. inhibition, % at 4 µM. hit rate 0.33% among 330,000. AID 435022; in the data active means inhibition above about 35%
UBC13 polyUb: human UBC13 polyubiquitination inhibition; UBC13 polyubiquitin chain formation, TR-FRET; inhibition, % at 20 µM; hit rate 0.47% among 330,000; AID 485273; in the data active means inhibition above about 45%, passing the limit was not always enough
Target sequence (P61088 whole entry, looked up): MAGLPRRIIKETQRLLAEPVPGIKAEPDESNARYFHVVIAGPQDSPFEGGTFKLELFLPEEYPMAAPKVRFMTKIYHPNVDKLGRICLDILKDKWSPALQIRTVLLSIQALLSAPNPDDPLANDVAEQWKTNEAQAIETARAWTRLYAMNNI
HKDC1 inhibitor: HKDC1 (human) hexokinase inhibition; Q2TB90; recombinant HKDC1, G6PDH/diaphorase resazurin coupled fluorescence; inhibition, % at 20 µM; hit rate 0.16% among 340,000; AID 493160;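 active means inhibition above about 35% when tested at 20 µM, limit read from the data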;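 further: plate controls were DMSO wells with enzyme for no effect and DMSO wells lacking enzyme for full effect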
Target sequence (Q2TB90 whole entry, looked up): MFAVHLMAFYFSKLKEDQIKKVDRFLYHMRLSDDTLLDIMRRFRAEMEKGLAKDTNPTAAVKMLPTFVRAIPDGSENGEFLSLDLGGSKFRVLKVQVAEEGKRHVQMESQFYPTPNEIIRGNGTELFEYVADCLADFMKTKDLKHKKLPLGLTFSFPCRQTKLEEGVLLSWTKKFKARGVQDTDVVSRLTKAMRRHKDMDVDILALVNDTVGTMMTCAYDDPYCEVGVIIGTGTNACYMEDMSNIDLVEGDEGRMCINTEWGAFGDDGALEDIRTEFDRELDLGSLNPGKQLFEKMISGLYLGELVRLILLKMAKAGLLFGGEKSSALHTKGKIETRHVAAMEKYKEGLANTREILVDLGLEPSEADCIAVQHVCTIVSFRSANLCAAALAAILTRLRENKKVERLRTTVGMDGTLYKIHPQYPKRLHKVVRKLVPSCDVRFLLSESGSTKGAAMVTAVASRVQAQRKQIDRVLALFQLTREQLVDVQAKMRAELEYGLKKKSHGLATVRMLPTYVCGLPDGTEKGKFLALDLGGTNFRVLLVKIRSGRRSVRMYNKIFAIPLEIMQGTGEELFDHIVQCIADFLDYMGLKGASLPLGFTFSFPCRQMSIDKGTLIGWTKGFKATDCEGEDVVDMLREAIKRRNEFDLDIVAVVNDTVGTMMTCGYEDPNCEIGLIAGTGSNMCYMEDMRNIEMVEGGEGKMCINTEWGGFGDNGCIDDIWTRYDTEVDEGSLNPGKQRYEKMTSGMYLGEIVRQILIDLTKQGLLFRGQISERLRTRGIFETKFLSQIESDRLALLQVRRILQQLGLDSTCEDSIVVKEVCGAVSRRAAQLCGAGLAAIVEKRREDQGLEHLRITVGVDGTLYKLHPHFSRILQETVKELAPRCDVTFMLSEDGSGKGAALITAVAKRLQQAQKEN
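test system = in-house recombinant HK5 (HKDC1) enzyme | amount = HKDC1 at 5 µg/mL | control set = DMSO-enzyme wells negative, buffer-substituted wells positive | compound = one dose of 20 µM, 1% DMSO | schedule = reaction time 90 min, room temperature, protected from light | technique = resorufin fluorescence at 613 nm | reagent = glucose with 1 mM ATP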
SENP8 inh: SENP8 protease inhibition; hit rate 1.2% among 330,000; Q96LD8; inhibition, % at 10 µM; purified SENP8, Z-RLRGG-aminoluciferin cleavage, luminescence
Gli-Sufu block: antagonists of Gli-Sufu signaling; Sufu-KO-LIGHT fibroblasts, Gli luciferase reporter luminescence; inhibition, % at 5 µM; hit rate 0.74% among 340,000; AID 588413;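 active means inhibition above about 55%, limit read from the data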;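 further: 0% = DMSO-treated cells and 100% = wells with medium but no cells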
Jurkat NFkB inh: inhibitors of the PMA/ionomycin-induced NF-kB reporter in Jurkat cells. PMA/ionomycin-induced NF-kB luciferase reporter, luminescence. inhibition, % at 4 µM. hit rate 0.53% among 330,000. AID 435003
Apaf1 inhib: inhibitors of human Apaf-1 apoptosome; O14727; reconstituted apoptosome caspase-3 activity, DEVD-Rh110 fluorescence; inhibition, % at 20 µM; hit rate 0.71% among 330,000; active means inhibition of at least 40% at 20 µM;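 further: plate controls were DMSO wells for no effect and DEVD-CHO caspase inhibitor wells for full effect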
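System – cell-free apoptosome with Apaf-1, procaspase-3 and caspase-9 · Buffer or medium – pH 7.5 Hepes buffer with CHAPS, BSA, DTT · Also added – cytochrome c with DEVD-Rh110 · Times – 30 min compound preincubation, 50 min activation, room temperature · Technique – Rh110 fluorescence intensity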
SENP7 block: SENP7 protease inhibition | AID 434973 | inhibition, % at 5 µM | Q9BQF6 | recombinant SENP7, Z-RLRGG-aminoluciferin luminescence, 40 min | hit rate 1.5% among 330,000;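 active means inhibition above about 50% at the single test dose, limit read from the data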;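 further: plate controls were DMSO with enzyme for no effect and no enzyme buffer wells for full effect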
Starred values were filed as active, the others as inactive; x = no result given. Unless noted, no stated cut-off is given here; in the data, active means inhibition above about 50%; inactive means the rest. Hits appear at their usual frequency; about 3.6% have a hit in one of these screens.

SMILES | 697 NFkB inh | UBC13 polyUb | HKDC1 inhibitor | SENP8 inh | Gli-Sufu block | Jurkat NFkB inh | Apaf1 inhib | SENP7 block
Nc1nnc(C(c2ccccc2)c2ccccc2)s1 | 5.1 | -1.5 | -2.2 | -4.8 | 1.0 | -0.5 | 0.0 | 11.1
COc1cc(OC)cc(C(=O)NC(=S)Nc2ccc(N3CCCC3)cc2)c1 | 7.5 | -1.2 | 1.1 | -3.0 | -27.9 | -12.2 | 11.5 | -2.2
O=C(Nc1nnc(-c2ccco2)o1)c1cccc2ccccc12 | 8.8 | -15.5 | -7.6 | 4.3 | -7.9 | 8.1 | 1.4 | 5.6
CC(C)(C)NC(=O)COC(=O)c1ccc(S(=O)(=O)N2CCCC2)cc1 | 12.7 | 8.5 | -6.3 | 1.1 | 4.1 | 5.2 | -11.1 | 0.8
Cc1ccc(OC2CCN(C(=O)C3CCC(=O)N(C4CC4)C3)CC2)cc1 (configuration not stated) | -25.0 | -8.4 | -3.8 | -5.8 | -4.8 | 4.2 | 6.0 | -4.0
NS(=O)(=O)c1ccc(NC(=S)N2CCN(S(=O)(=O)c3ccc(F)cc3)CC2)cc1 | 0.8 | 6.1 | x | -0.6 | x | 1.9 | 6.7 | -1.0
COc1cc(C2NC(=O)C(C#N)=C(S)N2c2ccccc2)ccc1OC(C)C (configuration not stated) | 14.9 | -9.6 | 17.6 | -11.0 | 6.0 | -17.7 | 5.3 | -3.2
CCOC(=O)c1cc(-c2csc(COc3ccccc3Cl)n2)on1 | 6.0 | 4.9 | -1.2 | -4.9 | 3.8 | 14.7 | 1.3 | 2.1
O=C(c1cccc(C(F)(F)F)c1)C1CCCN(C(=O)/C=C/c2cnc[nH]2)C1 (configuration not stated) | -2.7 | -1.4 | -2.6 | 2.9 | 7.4 | -6.9 | 7.8 | 3.8
C=CCn1c(C)nnc1SCC(=O)NC1CC1 | -8.4 | -9.1 | -6.3 | -9.0 | 9.5 | -11.4 | 2.8 | -8.8
CC(C)(C)OC(=O)N[C@@H](Cc1ccccc1)C(=O)N[C@@H](CO)[C@H](O)[C@@H]1C[C@@H]1C(=O)NC1CCCCC1 | 7.3 | -13.9 | 1.4 | 3.3 | -10.2 | 5.0 | 10.4 | 2.8
COc1cc(NS(=O)(=O)c2ccc(C)c(C)c2)c(OC)cc1Cl | -5.4 | 11.1 | -1.6 | -1.9 | 17.3 | -0.2 | 16.6 | 1.1
O=C(CSc1ncccn1)Nc1ccc2[nH]c(=O)[nH]c2c1 | 4.4 | -4.8 | 0.6 | 1.2 | -4.6 | 12.6 | -8.5 | 0.1
Cc1cc(C)cc(N(C(=O)CCC(=O)Nc2cc(C)on2)C(C(=O)NC2CCCC2)c2ccco2)c1 (configuration not stated) | 16.5 | 5.1 | -4.9 | -3.3 | 7.2 | -8.6 | 14.5 | 4.3
Cc1cc(Cl)ccc1OCCCC(=O)N1CCCc2ccccc21 | -1.7 | -4.8 | -4.0 | -5.4 | 4.8 | -16.3 | 18.0 | 2.6
CC(=O)C1=C(C)OC(N)=C(C#N)C1c1cccnc1 (configuration not stated) | 3.5 | 6.7 | -7.4 | 1.6 | 4.3 | 5.1 | -10.3 | 2.6
CNS(=O)(=O)c1cn(CC(=O)NCc2ccc(OC)cc2)cc1S(=O)(=O)NC | 6.3 | -2.3 | -3.1 | -11.0 | -20.5 | 6.6 | 8.1 | -0.8
O=C(c1cccnc1)N1CCCc2ccccc21 | 11.6 | 9.0 | -0.8 | -7.2 | 0.6 | 2.4 | -13.3 | -2.2
Cc1ccc2nc(SCC(=O)NC3CCCCC3)nc(=O)n2c1 | 13.1 | -2.6 | 2.9 | 4.3 | -5.6 | 20.3 | -1.9 | -5.6
Cc1ccc(NC(=O)CCN2C(=O)c3ccccc3C2=O)cc1 | 1.0 | -1.9 | 1.4 | -6.6 | -0.3 | -7.6 | -7.7 | -9.1
Cc1ccc(-n2c(=O)c3sccc3n(CC(=O)N3CCCC3)c2=O)cc1 | 12.0 | -6.5 | 0.2 | -6.4 | 0.7 | 12.4 | -1.4 | -11.3
O=C(Nc1ccc2c(c1)OCO2)C(c1ccccc1)N1CCN(C(=O)c2ccco2)CC1 (configuration not stated) | 11.8 | -7.0 | 0.0 | -6.3 | 5.4 | -1.5 | 6.3 | -3.7
CCc1ccc(OCC(=O)NNC(=S)NC(=O)C2CC2)c(Br)c1 | -19.1 | 72.5* | -14.1 | -6.2 | -4.1 | -4.0 | -8.0 | 12.3
Cn1cnc2c(N/N=C/c3cccs3)ncnc21 | -63.4 | -15.3 | 1.8 | -8.0 | -35.1 | -43.0 | -13.9 | 3.3
O=C(Nc1cccc(Cl)c1)c1cnccn1 | -42.8 | -1.2 | -4.5 | -10.5 | -0.6 | -11.5 | 3.8 | 21.9

6 records drawn at random from those above:
SMILES | 697 NFkB inh | UBC13 polyUb | HKDC1 inhibitor | SENP8 inh | Gli-Sufu block | Jurkat NFkB inh | Apaf1 inhib | SENP7 block
COc1cc(NS(=O)(=O)c2ccc(C)c(C)c2)c(OC)cc1Cl | -5.4 | 11.1 | -1.6 | -1.9 | 17.3 | -0.2 | 16.6 | 1.1
O=C(CSc1ncccn1)Nc1ccc2[nH]c(=O)[nH]c2c1 | 4.4 | -4.8 | 0.6 | 1.2 | -4.6 | 12.6 | -8.5 | 0.1
C=CCn1c(C)nnc1SCC(=O)NC1CC1 | -8.4 | -9.1 | -6.3 | -9.0 | 9.5 | -11.4 | 2.8 | -8.8
Cc1cc(C)cc(N(C(=O)CCC(=O)Nc2cc(C)on2)C(C(=O)NC2CCCC2)c2ccco2)c1 (configuration not stated) | 16.5 | 5.1 | -4.9 | -3.3 | 7.2 | -8.6 | 14.5 | 4.3
CC(=O)C1=C(C)OC(N)=C(C#N)C1c1cccnc1 (configuration not stated) | 3.5 | 6.7 | -7.4 | 1.6 | 4.3 | 5.1 | -10.3 | 2.6
O=C(Nc1ccc2c(c1)OCO2)C(c1ccccc1)N1CCN(C(=O)c2ccco2)CC1 (configuration not stated) | 11.8 | -7.0 | 0.0 | -6.3 | 5.4 | -1.5 | 6.3 | -3.7

Three entries out of the list above, ordered by the number in SENP7 block, falling.
Structure,SENP7 block
Cc1cc(C)cc(N(C(=O)CCC(=O)Nc2cc(C)on2)C(C(=O)NC2CCCC2)c2ccco2)c1 (configuration not stated),4.3
CC(=O)C1=C(C)OC(N)=C(C#N)C1c1cccnc1 (configuration not stated),2.6
O=C(c1cccnc1)N1CCCc2ccccc21,-2.2

(continued)
SMILES | 697 NFkB inh | UBC13 polyUb | HKDC1 inhibitor | SENP8 inh | Gli-Sufu block | Jurkat NFkB inh | Apaf1 inhib | SENP7 block
C=CCNc1nc(N)c([N+](=O)[O-])c(NCc2ccccc2)n1 | -16.7 | -1.3 | 1.0 | -3.5 | 17.3 | -2.4 | 9.7 | 2.0
CCN(CC)S(=O)(=O)c1ccc(O)c(NC(=O)c2cc(-c3cc(OC)c(OC)c(OC)c3)nc3ccccc23)c1 | -8.6 | -16.9 | -1.9 | 11.0 | -16.6 | -15.2 | 29.5 | 7.6
O=C1c2cccc3cccc(c23)C(=O)N1OS(=O)(=O)c1ccc(Cl)cc1 | -15.7 | 17.7 | 4.1 | -3.0 | 0.7 | -1.1 | 14.8 | 5.1
O=[N+]([O-])c1ccccc1/C=N/n1c(COc2ccccc2)n[nH]c1=S | -0.8 | -2.4 | 2.3 | 3.3 | 19.9 | -9.9 | 14.6 | 6.4
Cc1cc(NC(=O)CSc2nnc(NCc3ccco3)s2)no1 | 4.9 | -6.1 | 3.9 | -4.9 | 1.5 | 8.4 | -2.1 | -3.5
CC1(C(=O)O)CCC(C(=O)Nc2ccc3ccccc3c2)C1(C)C (configuration not stated) | 1.1 | 3.4 | 5.5 | -5.2 | 5.5 | 22.5 | -6.1 | -2.6
O=S(=O)(NCCN1CCOCC1)c1cc(Cl)c(Cl)cc1Cl | -5.2 | -9.9 | -9.0 | -3.6 | -13.8 | 1.5 | -4.7 | -6.7
CSc1nc(NC(C)C)nc(N2CCOCC2)n1 | -1.1 | -1.1 | -5.7 | -7.3 | -1.8 | 3.8 | -3.9 | 11.1
CC(C)CCCC(C)NC(=O)c1cc(S(=O)(=O)N2CCCCC2)ccc1N1CCOCC1 (configuration not stated) | 18.1 | 12.0 | 7.7 | 2.5 | -16.4 | 4.8 | 12.4 | 4.0
COc1ccc(C(=O)N=C2SC3CS(=O)(=O)CC3N2c2ccccc2)cc1OC (configuration not stated) | -4.4 | -2.6 | -3.1 | 0.1 | 3.0 | -11.4 | 7.6 | 1.3
COc1ccc(/C=N/NC(=O)c2ccoc2C)cc1COc1c(C)cccc1C | -84.0 | 0.2 | -3.6 | 3.5 | -13.9 | -26.9 | -2.5 | 7.1
Cc1ccc(S(=O)(=O)CC(=O)c2ccc(C(C)(C)C)cc2)cc1 | 16.1 | 0.4 | -0.4 | -0.4 | 7.2 | -1.0 | 10.0 | -1.5
Cc1ccccc1C1C(C#N)=C2NC(=O)c3c(sc4c3CCCCC4)N2C2=C1C(=O)CC(C)(C)C2 (configuration not stated) | -35.5 | -24.7 | x | 2.0 | x | -4.3 | 37.8 | 17.1
COc1ccc(/C(C)=N/NC(=O)CNC(=O)Cc2ccccc2)c(OC)c1 | 7.7 | -7.9 | -6.7 | -4.4 | -2.9 | -8.4 | -12.9 | 7.0
COc1ccc(OC)c(/C=C2\SC(N3CCCCC3)=NC2=O)c1 | 3.6 | 4.1 | 4.9 | -8.8 | 4.4 | -17.8 | 14.5 | 4.4
Cc1ccc(CC(=O)NCCS(=O)c2ccc(Cl)cc2)cc1 (configuration not stated) | -2.9 | 5.3 | -0.6 | -6.9 | 4.3 | 3.7 | -5.1 | 4.2
CN(Cc1ccc(F)cc1)C(=O)c1cccc(OC2CCN(C3CCCC3)CC2)c1 | -2.1 | 5.6 | -5.8 | -0.1 | -21.1 | -13.4 | -4.1 | 1.1
CC(=O)c1ccc(NC(=O)C(C)N(C)CC(=O)Nc2ccccc2Cl)cc1 (configuration not stated) | 5.2 | -12.7 | -4.5 | -11.3 | -4.0 | -14.8 | -0.3 | -7.3
NC(=O)c1ccc(Cn2c(C(=O)c3ccc(Cl)cc3)c3ccccc3[n+]2[O-])cc1 | -3.9 | 0.5 | 8.2 | -3.7 | -0.6 | -0.3 | 1.9 | 3.3
COc1ccc(NS(=O)(=O)c2ccc3c(c2)oc(=O)n3C)cc1Cl | -0.7 | -1.8 | 10.9 | 4.9 | 8.9 | -24.5 | 22.3 | 2.3
CC(=O)Oc1ccc2c(c1)C(=O)c1ccccc1C2=O | -13.4 | -49.3 | 5.0 | 30.6 | -8.2 | -6.1 | 3.9 | 12.2
O=C(NCc1ccccn1)c1ccc(N2CCCC2)c([N+](=O)[O-])c1 | -5.2 | -31.3 | -3.2 | -1.6 | -3.0 | -11.3 | 9.4 | -10.5
CCNC(=S)N1CCN(c2nc(-c3cccc(OC)c3)cs2)CC1 | -12.4 | 3.8 | -4.5 | -8.4 | x | -14.2 | -2.4 | -1.4
Cc1ccc(S(=O)(=O)NCCC(=O)OC(C)C(=O)NC2CC2)cc1 (configuration not stated) | 2.5 | -2.9 | -4.1 | 4.9 | -7.6 | -3.5 | 5.9 | 8.0
